# Screens deposited in PubChem BioAssay by several laboratories.
# SRC2 inh – human SRC2 (NCOA2) inhibition | HEK293 GAL4-SRC2 luciferase reporter, luminescence | inhibition, % at 9 µM | actives 0.17% (n = 370,000) | Q15596;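 active means inhibition above the mean inhibition of all tested compounds plus 3 SD, set per campaign, cut at about 52% in these data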;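 further: 0% = DMSO treated cells and 100% = cells given Gossypol at 36 µM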
# LMP1 NFkB inh – inhibitors of Epstein-Barr LMP1-induced NF-kappaB reporter | LMP1-induced NF-kappaB luciferase reporter cells, luminescence | inhibition, % at 12.5 µM | actives 0.69% (n = 350,000) | AID 504558; in the data active means inhibition above about 41%;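 further: 0% = neutral control wells and 100% = reference inhibitor control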
# TLR9-MyD88 block – blocks human TLR9 binding to MyD88; CHO BLA complementation TLR9-MyD88, CCF4 FRET ratio; inhibition, % at 4.98 µM; actives 0.21% (n = 340,000);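 active means inhibition above the mean over all tested compounds plus 3 SD, cut at about 21% in these data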;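 further: 0% = DMSO only wells and 100% = clavulanate BLA inhibitor control wells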
# Target sequence (Q99836 whole entry, looked up): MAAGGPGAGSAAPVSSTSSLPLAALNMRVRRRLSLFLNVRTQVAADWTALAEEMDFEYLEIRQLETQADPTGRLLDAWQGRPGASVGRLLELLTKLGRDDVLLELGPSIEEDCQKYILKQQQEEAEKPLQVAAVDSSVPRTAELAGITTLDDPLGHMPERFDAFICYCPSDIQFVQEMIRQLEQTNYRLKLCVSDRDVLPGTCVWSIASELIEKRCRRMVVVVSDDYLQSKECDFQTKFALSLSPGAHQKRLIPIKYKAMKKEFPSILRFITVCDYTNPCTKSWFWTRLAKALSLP
# Target sequence (Q9NR96 whole entry, looked up): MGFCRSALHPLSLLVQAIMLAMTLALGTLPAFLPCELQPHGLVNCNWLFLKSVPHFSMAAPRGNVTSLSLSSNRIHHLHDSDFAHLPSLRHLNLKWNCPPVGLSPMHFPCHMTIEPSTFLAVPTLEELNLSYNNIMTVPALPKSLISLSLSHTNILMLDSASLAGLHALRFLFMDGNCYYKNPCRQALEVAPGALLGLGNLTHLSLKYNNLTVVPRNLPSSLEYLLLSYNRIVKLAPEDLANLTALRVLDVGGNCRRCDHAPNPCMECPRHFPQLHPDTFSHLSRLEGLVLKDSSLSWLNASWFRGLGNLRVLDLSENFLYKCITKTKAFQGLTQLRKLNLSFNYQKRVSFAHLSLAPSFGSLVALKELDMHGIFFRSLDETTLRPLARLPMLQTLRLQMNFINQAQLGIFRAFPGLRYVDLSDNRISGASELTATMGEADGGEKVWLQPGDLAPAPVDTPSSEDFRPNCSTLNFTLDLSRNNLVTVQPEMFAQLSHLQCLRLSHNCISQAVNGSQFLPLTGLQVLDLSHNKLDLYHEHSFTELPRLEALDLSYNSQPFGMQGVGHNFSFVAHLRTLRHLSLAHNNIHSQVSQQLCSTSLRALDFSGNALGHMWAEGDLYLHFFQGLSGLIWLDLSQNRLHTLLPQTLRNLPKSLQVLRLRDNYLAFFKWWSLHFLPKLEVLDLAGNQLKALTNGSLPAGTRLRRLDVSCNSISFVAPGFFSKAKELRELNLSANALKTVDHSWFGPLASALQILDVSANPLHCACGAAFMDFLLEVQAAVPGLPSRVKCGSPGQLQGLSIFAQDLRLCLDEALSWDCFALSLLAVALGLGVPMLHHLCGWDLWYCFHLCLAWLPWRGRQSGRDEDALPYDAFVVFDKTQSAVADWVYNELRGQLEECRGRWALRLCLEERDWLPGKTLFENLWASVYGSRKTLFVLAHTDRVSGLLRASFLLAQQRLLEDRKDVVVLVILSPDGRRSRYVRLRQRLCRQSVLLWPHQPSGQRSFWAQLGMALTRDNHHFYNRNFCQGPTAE
# LRH-1 inv ag – suppresses constitutive activity of human LRH-1; O00482; AID 602396; HEK293T StAR-luciferase reporter, LRH-1 transfected, 24 h; actives 0.13% (n = 360,000); inhibition, % at 3.6 µM;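 active means inhibition above the mean inhibition of all tested compounds plus 3 SD, cut at about 73% in these data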;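 further: 0% = DMSO wells and 100% = reporter-only cells lacking LRH-1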
# NCOA3 inh – inhibits human SRC3 coactivator. HEK293 GAL4-SRC3 luciferase reporter, luminescence. inhibition, % at 3.6 µM. actives 0.17% (n = 360,000);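 active means inhibition above a per-campaign cutoff, the mean of all compounds plus 3 SD, cut at about 60% in these data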;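 further: 0% = DMSO-treated cells and 100% = gossypol-treated cells at 36 µM; higher means less SRC3-driven luciferase light from the GAL4 reporter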
# TRAIL sens C8 – sensitizes caspase-8 expressing cells to TRAIL. NB7+C8 cells + TRAIL, ATPlite viability luminescence. actives 1% (n = 360,000). inhibition (viability loss, TRAIL sensitization), % at 10 µM. AID 624354;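 active means compounds causing at least 50% loss of cell viability in the single-dose screen, relative to plate controls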
# NOD2 RIPK2 PPI – inhibitors of human NOD2-RIPK2 interaction. inhibition, % at 4.98 µM. actives 0.38% (n = 360,000). O43353. AID 624267. CHO BLA complementation NOD2-RIPK2, CCF4 ratio; in the data active means inhibition above about 21%;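 further: 0% = vehicle only and 100% = reference blocker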
# Vif inh – HIV Vif inhibition | HEK293T cells, Vif self-association by quenched fluorescence, imaging, 24 h | inhibition, % at 7.49 µM | actives 0.35% (n = 340,000); in the data active means inhibition above about 50%, passing the limit was not always enough; further: some results filed as inactive read as strong as hits
# NCOA1 inh – human NCOA1 inhibition | AID 588354 | inhibition, % at 3.6 µM | Q15788 | HEK293 GAL4-SRC1 luciferase reporter, luminescence | actives 0.12% (n = 360,000);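 active means inhibition above the campaign mean plus 3 SD, with each screening campaign given its own cutoff, cut at about 60% in these data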;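 further: 0% = DMSO treated cells and 100% = gossypol at 36 µM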
# COUP-TFII inh – NR2F2 (human) inhibition, primary screen | AID 686940 | P24468 | inhibition, % at 8.6 µM | HEK293T NGFI-A luciferase reporter, luminescence | actives 0.7% (n = 370,000);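 active means inhibition above a per-plate cutoff, mean inhibition of test wells between control levels plus 3 SD, cut at about 38% in these data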;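 further: cells cotransfected with COUP-TFII expression vector driving the NGFI-A reporter; 0% = median of COUP-TF2 test wells and 100% = reporter-only cells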
# TROY signal inh – TROY signaling inhibition; Q293 LMP1-TROYcd NF-kB luciferase reporter, 4 h; inhibition, % at 10 µM; actives 0.98% (n = 360,000);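 active means compounds whose plate-normalised and pattern-corrected inhibition of the luciferase reporter signal at the single screening dose is 50% or more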
# Starred values were filed as active, the others as inactive; x = not tested or not shown; & = joins results of further samples. An excerpt; count on the stated rates, not on these rows.
mol	SRC2 inh	LMP1 NFkB inh	TLR9-MyD88 block	LRH-1 inv ag	NCOA3 inh	TRAIL sens C8	NOD2 RIPK2 PPI	Vif inh	NCOA1 inh	COUP-TFII inh	TROY signal inh
O=C1NCC(Nc2ccc(Cl)cc2)C(=O)N1 (stereo not drawn)	-22	-4	-4	11	0	9	3	32	-2	-22	1
COc1ccc(OCCN(C)Cc2ccccc2)cc1	-29	18	3	12	3	-3	5	4	-1	6	-32
COc1cc(NC(=S)Nc2ccccn2)cc(OC)c1OC	-28	7	-5	4	15	4	-9	-2	13	17	-8
COc1ccc2c(c1)[C@H]1[C@H](CO2)[C@H](c2ccccc2)[C@]2(C)C(=O)Nc3cc(OC)c(OC)cc3C(=O)N12	4	-58	-4	21	24	6	-4	-10	15	14	-4
CC(C)NC(=O)CN(Cc1ccc(F)cc1)C(=O)CCC(=O)Nc1ccccn1	23	-3	4	-10	-41	5	0	x	-4	4	5
Cc1cccc(NC(=S)N(CCN(C)C)Cc2cc3cccc(C)c3[nH]c2=O)c1	-19	-3	-7	10	7	21	-12	23	5	2	2
O=S1(=O)N=C(N/N=C/C=C/c2ccccc2)c2ccccc21	15	-4	7	-2	5	4	-1	4	-6	13	-19
Cc1ccccc1CNC(=O)Nc1cccs1	-7	-16	-5	-53	-43	3	-14	6	-60	-6	-3
COc1ccc(N2CCN(C(=O)CCC(=O)N3CCOc4ccc(C)cc43)CC2)cc1	-1	-5	-10	3	-1	-9	17	-8	12	9	-2
CC1CN(CC(O)COC(c2ccccc2)c2ccccc2)CC(C)O1 (stereo not drawn)	-1	1	1	15	2	-1	-4	-2	-6	-2	5
O=C(NCC1CCCO1)C1CCCN1C(=O)Nc1ccc(Cl)c(Cl)c1 (stereo not drawn)	-30	-9	8	12	10	-4	0	2	-17	-6	-8
O=C(CCN1C(=O)NC2(CCCC2)C1=O)Nc1ccc(Sc2ccc(Br)cc2)cc1	5	11	-3	-4	-2	9	-6	-11	16	-7	31
O=C(Nc1nccs1)c1ccc(CSc2ccccc2)o1	-41	x	-6	-91	-84	17	-5	x	-124	-24	-59
O=C1c2ccccc2C(=O)N1CCN1CCOCC1	-4	-5	-4	-33	8	-3	-1	3	-4	-3	0
COc1ccc(/C=C/C(=O)c2ccc(C(=O)/C=C/c3ccc(OC)c(OC)c3)cc2)cc1OC	0	20	3	7	-8	10	-1	-6	-29	15	-5
CCc1ccc2[nH]c3nc(N/N=C/c4ccc(O)cc4O)nnc3c2c1	24	14	5	-6	8	50	5	-4	0	8	31
COc1cc(OC)c(NC(=O)CS(=O)(=O)Cc2nc(-c3ccc(C)cc3)oc2C)cc1Cl	-11	-1	1	-16	-8	-4	2	-3	-3	4	20
O=C(COc1ccc(S(=O)(=O)N2CCOCC2)cc1)Nc1cccc([N+](=O)[O-])c1	-9	-1	0	9	2	-1	-10	20	-2	12	-11
O=c1c2ccccc2ncn1-c1ccc(Cl)cc1	-19&-13	-13	1	-24&-23	-22&-28	9&22	-11&-9	-5&-16	-35&-46	-30&9	-44&-19
Cc1cccc(OCC(=O)NCCCNC(=O)c2ccncc2)c1	-16	-4	-2	-14	19	-8	-5	3	10	-13	-18
CCCCC(=O)Nc1ccc(C(=O)N2CCC(C(=O)OCC)CC2)cc1	11	-3	7	4	5	-3	3	-3	-8	-3	-1
O=C(NC(=S)Nc1ccc(S(=O)(=O)Nc2nccs2)cc1)C1CC1	15	12	3	8	2	1	-4	6	-5	-5	2
CC(C)(C)NC(=O)/C(=C\c1ccccc1F)NC(=O)c1ccc([N+](=O)[O-])cc1	-5	-1	4	-7	-7	-7	5	3	-7	8	0
Cc1c(Cl)cccc1NC(=S)N(Cc1cccnc1)Cc1ccccc1Cl	-16	6	-1	21	15	0	-1	-6	1	12	0
Cc1[nH]nc(C(F)(F)F)c1CCC(=O)NC1CCCCCC1	-15	-6	0	11	15	3	-12	59*	1	3	-2
NC(=O)CC(NC(=O)Cc1ccc(Br)cc1)c1ccc(N2CCN(c3ccccc3)CC2)c([N+](=O)[O-])c1 (stereo not drawn)	3	18	3	-9	3	10	-4	x	9	1	24
O=C(Nc1nccc(-c2cccs2)n1)c1cccs1	-66	-17	-5	-66	-74	13	-6	-4	-76	-38	-43
CC1CC(C)(C)NC(C)c2ccccc21 (stereo not drawn)	-42	3	-2	-3	13	2	-15	-1	-2	10	-12
COc1ccc(-c2cc(C(=O)O)sc2C)cc1	19	-2	-9	8	2	-12	-8	29	5	-9	12
CNC(=O)N(O)C1N(/N=C/c2ccc(SC)cc2)C(=S)SC1(C)C (stereo not drawn)	-24	5	-4	6	7	-17	1	-6	1	3	-6
CCN(Cc1cc(=O)[nH]c2ccccc12)C(=O)C(C)C	-17	-6	2	-9	5	-8	1	10	9	-1	-18
CCN(CC)S(=O)(=O)c1ccc(C(=O)NC(=S)N2CCCCC2C)cc1 (stereo not drawn)	4	-2	-5	1	-2	-8	4	x	6	6	-8
CCOc1ccccc1N(CC(=O)NC(C)(C)C)C(=O)CCC(=O)Nc1nccs1	1	6	-101	-24	0	1	-12	-5	-4	8	-15
CC1CCN(c2ccc3nnc(CCC(=O)Nc4ccc(F)c(F)c4)n3n2)CC1	2	-2	9	5	21	-9	0	-4	-16	1	-3
O=C(Nc1nnc(Cc2ccc(Cl)cc2)s1)C1CCCO1 (stereo not drawn)	5	-6	0	-24	-7	-7	-2	12	-13	-5	-24
COc1ccc(NC(=O)CCNS(=O)(=O)c2ccc(C)c(C)c2)cc1OC	-2	4	3	1	23	-3	7	-11	-6	-15	9
Cn1c(Cc2nc3ccccc3n2C)nc2ccccc21	-10	6	0	9	0	-9	-2	-3	-10	-1	-9
C/C(=N\NC(=O)C1CCCC1)c1ccc(Cl)cc1	-24	-4	-6	-46	-26	-7	-13	-7	-11	-12	-16
O=C(CSCc1ccc(Cl)cc1)NN=C1CCCCCC1	-3	-4	-4	16	15	1	17	2	2	21	-15
COc1ccc(-c2csc3nc(C)n(-n4cccc4)c(=O)c23)cc1OC	-14	-9	2	7	2	-5	-1	-1	-12	3	-14
O=C(Nc1ccon1)c1cnc2sccn2c1=O	-61	-2	-2	-12	-11	-3	2	x	-15	-24	-43
COc1ccc2c(c1)CCCC21NC(=O)N(CC(=O)c2cc(F)ccc2F)C1=O (stereo not drawn)	1	-3	-4	-10	2	-2	3	5	-2	-11	9
Cn1nccc1CNC(=O)c1ccnn1C	4	18	-8	15	18	-7	-3	-1	10	5	-5
O=C1COc2ccc(C(=O)CSc3nc4ccccc4c(=O)n3-c3ccc(Cl)c(Cl)c3)cc2N1	-22	-22	-1	0	7	-1	-3	-5	-3	-7	1
COc1ccc2c(c1)c(=O)oc1cc(OCC(=O)N3CCC(C)CC3)ccc12	x	-5	-8	-6	-1	-4	8	5	-9	x	7
CC(=O)OC1CCC2(C)C3=CCC4(C)C(C(C)=O)=CCC4C3CCC2C1 (stereo not drawn)	-14	-10	-2	23	-1	-3	-22	-3	4	3	-11
CNc1nc(-c2ccc(Cl)cc2)cs1	-28	-22	2	-77	-38	-2	6	26	-91	-22	-62
Cc1cc(C(=O)NCc2ccc3c(c2)OCO3)n(-c2ccccc2)n1	-20	-8	1	-18	1	-15	-2	-1	15	7	0
COCCNC(=O)CN1C(=O)CSc2cc(S(=O)(=O)N3CCCCCC3)ccc21	-2	-4	7	8	-3	-9	-3	0	15	1	-1
COc1ccc(CN(C(=O)c2ccc(C)cc2)c2cccc(N)c2)cc1	4	-4	-1	8	-16	-17	-5	-13	-1	6	-4

# Next section.
mol	SRC2 inh	LMP1 NFkB inh	TLR9-MyD88 block	LRH-1 inv ag	NCOA3 inh	TRAIL sens C8	NOD2 RIPK2 PPI	Vif inh	NCOA1 inh	COUP-TFII inh	TROY signal inh
COc1ccc(CNC(=O)C23CN(Cc4ccccc4)CC2C(c2ccc([N+](=O)[O-])cc2)=NO3)cc1 (stereo not drawn)	-3	1	1	2	3	-7	12	-3	6	1	5
NS(=O)(=O)c1ccc(NS(=O)(=O)c2ccc3c(c2)OCCO3)cc1	-1	-4	-9	7	7	-3	-5	10	-2	5	-4
COc1cc(NS(=O)(=O)c2ccc(NC(=O)C34CC5CC(CC(C5)C3)C4)cc2)ncn1	-17	7	-3	-23	-4	2	1	x	9	-8	2
Cc1cc(C(=O)N2CCCC2(C)C(=O)O)c(C)o1 (stereo not drawn)	-6	x	x	-2	-1	-6	0	5	7	4	0
O=C(COC(=O)COc1ccc(Cl)cc1)NC1CC1	-19	2	-8	6	-4	12	-7	1	-4	6	8
Cc1ccc(S(=O)(=O)N2CCCCC2)cc1NC(=O)c1nn(C)c(=O)c2ccccc12	-18	2	-8	-10	-3	12	-3	13	-9	4	-2
CCCCC(=O)N1CCCC(c2nc(-c3cccc(OC)c3)no2)C1 (stereo not drawn)	1	-14	3	-92	-47	-8	-11	-11	-62	-44	-19
Cc1onc(C(=O)Nc2sc3c(c2C#N)CCCC3)c1[N+](=O)[O-]	11	-16	-1	6	0	6	13	5	-1	3	-44
CCOc1ccc(-n2c(SCC(=O)Nc3cc(C)on3)nc3c([nH]c4ccccc43)c2=O)cc1	1	5	-3	3	-14	17	-2	2	-10	-8	-27
COc1ccccc1Cn1[nH]nnc1=S	-13	5	-3	-3	14	-9	-8	6	1	3	-36
COc1cccc(Nc2nc(C)nc3c2oc2ccccc23)c1	-19	5	7	-30	-28	-6	6	-10	-38	8	-5
CO/N=C(/CNC(=O)c1cccc(Cl)c1)c1ccc(Cl)cc1	2	0	-12	14	-15	11	1	10	-8	17	-10
NNC(=O)c1cc(NS(=O)(=O)c2cccs2)cc(NS(=O)(=O)c2cccs2)c1	1	9	-2	-1	1	-5	-2	23	2	3	3
CCN(CC(=O)Nc1ccc2c(c1)OCCO2)C(=O)/C=C/c1cccc(Br)c1	-25	-3	6	-16	-7	-11	8	2	-20	-10	-42
c1ccc(N2CC3COc4ccccc4C3=N2)cc1 (stereo not drawn)	-19	-59	-12	-67	-63	7	9	3	-91	-28	-42
CCN(CC(=O)Nc1ccc(OC)cc1)C(=O)c1ccc2c(=O)n3c(nc2c1)CCC3	-11	4	-1	-2	-2	-9	-10	1	12	8	-11
OCCNc1nc(Cl)nc(NCc2ccco2)n1	-3	-6	-12	-25	6	-22	-13	-8	-10	-12	-16
CCOC(=O)c1sc2ccccc2c1OC(=O)c1ccc(C)cc1	x	-1	-17	-2	31	9	2	-30	-14	x	2
COc1ccc(/C=C/c2ccc(=O)n(Cc3ccccc3)n2)cc1	-25	-1	0	3	1	-1	0	0	-9	9	-8
O=C(CN1CCN(S(=O)(=O)c2ccc(Br)cc2)CC1)Nc1ccc(F)cc1	-4	-3	-13	41	-7	2	-6	0	9	-10	2
